BaF3 parental = parental Ba/F3 viability inhibition as JAK2V617F counter-screen. AID 1486. actives 1.1% (n = 220,000). CellTiter-Glo ATP luminescence. inhibition, % at 5.6 µM;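 active = inhibition above a per-campaign cutoff, the mean inhibition of all tested compounds plus 3 SD, cut at about 27% in these data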;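 also: 0% = DMSO wells and 100% = JAK Inhibitor I control wells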
TNF necrop inh = inhibitors of TNF-alpha induced necroptosis in Jurkat FADD-/- cells. activation (protection from cell death), % at 10 µM. Jurkat FADD-/- TNF necroptosis rescue, ATP luminescence, 24 h; 0 = TNF only, 100 = no-TNF cells. actives 0.068% (n = 220,000). AID 463075;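 active = activation, meaning protection from cell death, of at least 50% relative to plate controls; inactive = activation below 50%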;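 also: necroptosis triggered by 40 ng/mL TNF-alpha added together with compound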
Wee1 degr inh = human Wee1 degradation inhibition, primary screen. HeLa Luc-Wee1K328M stability, luciferase luminescence; 100% = proteasome inhibitor MG132 effect. reporter increase, % at 5 µM. actives 1.2% (n = 220,000). AID 1321;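 active = activation above the mean of all tested compounds plus 3 SD, set per screening run, cut at about 8.8% in these data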;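 also: cells exposed to compound for 20 h before luminescence read; 0% = DMSO alone and 100% = MG132 at 30 µM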
Target sequence (P30291 whole entry K328M): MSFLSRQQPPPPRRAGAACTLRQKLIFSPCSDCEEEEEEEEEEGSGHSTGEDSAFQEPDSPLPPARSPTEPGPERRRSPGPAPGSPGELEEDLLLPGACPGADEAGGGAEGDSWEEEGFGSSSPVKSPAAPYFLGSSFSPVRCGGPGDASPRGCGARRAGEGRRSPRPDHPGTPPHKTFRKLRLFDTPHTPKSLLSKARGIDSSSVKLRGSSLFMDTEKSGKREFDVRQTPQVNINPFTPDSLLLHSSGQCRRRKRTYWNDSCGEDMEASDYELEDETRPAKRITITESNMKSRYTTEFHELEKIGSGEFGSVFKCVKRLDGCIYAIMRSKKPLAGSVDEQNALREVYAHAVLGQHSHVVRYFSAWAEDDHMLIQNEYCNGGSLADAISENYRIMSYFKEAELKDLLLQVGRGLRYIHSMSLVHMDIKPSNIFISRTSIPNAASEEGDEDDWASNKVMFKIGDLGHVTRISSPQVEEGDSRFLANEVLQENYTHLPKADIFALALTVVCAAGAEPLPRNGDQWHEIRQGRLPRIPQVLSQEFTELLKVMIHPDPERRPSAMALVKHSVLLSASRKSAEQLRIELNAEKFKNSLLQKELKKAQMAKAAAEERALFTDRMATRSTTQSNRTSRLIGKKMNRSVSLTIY
TRPML3 agonist = human mucolipin-3 channel agonism; Q8TDD5; activation, % at 3 µM; AID 1448; actives 0.29% (n = 220,000); HEK293 TRPML3-YFP, Fluo-8 calcium fluorescence; 100% = the carbachol control signal;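 active = activation above its plate's cutoff, the mean activation of the plate's test wells plus 3 SD, cut at about 12% in these data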;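 also: 0% = DMSO only wells and 100% = carbachol wells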
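system = HEK293 cells stably carrying human TRPML3-YFP | doses = one concentration, 3 µM nominal, 0.3% DMSO | timing = dye loading 1 h 37 °C then 30 min ambient, 125 s read | detection = Fluo-8 calcium dye fluorescence, ex 470-495, em 515-575 nm | benchmarks = high control carbachol 87 µM, low control DMSO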
CHOP inhibitor = blocks CHOP induction under ER stress. CHO-K1 CHOP-promoter luciferase, tunicamycin-induced, 15-18 h. inhibition, % at 10 µM. actives 3.8% (n = 220,000);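 active = compounds that reduced the stress-induced luciferase reporter signal by more than about 70% of percent inhibition, limit read from the data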;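 also: 0% = tunicamycin plus vehicle and 100% = wells without tunicamycin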
TRPN1 ag = agonists of zebrafish TRPN1 channel; actives 0.18% (n = 220,000); AID 1424; activation, % at 3 µM; HEK293 zebrafish TRPN1-YFP, Fluo-8 calcium fluorescence; 100% = response to 87 µM carbachol;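 active = activation above its plate's cutoff, the mean activation of test wells on that plate plus 3 SD, cut at about 19% in these data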;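 also: 0% = DMSO alone and 100% = 87 µM carbachol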
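System: zebrafish TRPN1-YFP in HEK293 cells / Dosing: 3 µM single point / Timing: dye loading 1 h at 37 °C, then 30 min room temperature / Signal: Fluo-8 calcium fluorescence, excitation 470-495 nm, emission 515-575 nm / Read-out basis: percent activation from peak over basal fluorescence ratio, control-normalized / Control set: high carbachol 87 µM, low DMSO alone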
PPC-1+TRAIL kill = compounds killing PPC-1 cancer cells with TRAIL present (potentiator screen, no TRAIL-free arm); PPC-1 cells + TRAIL, ATPLite viability luminescence; actives 0.41% (n = 220,000); cell killing (% activity), % at 4 µM; AID 1443;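 active = cell killing above 50% in the first pass at 4 µM, then a duplicate retest at 5 µM averaging 50% or more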;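 also: plate controls were cells with TRAIL plus DMSO for no effect and medium-only wells lacking cells for full effect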
RBBP9 inh = human RBBP9 hydrolase inhibition; recombinant RBBP9, FP-Rh probe fluorescence polarization; inhibition, % at 7.94 µM; actives 0.2% (n = 220,000); AID 1515;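 active = inhibition above the campaign mean of all tested compounds plus 3 SD, cut at about 14% in these data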;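 also: plate controls were DMSO wells with RBBP9 for no effect and wells lacking RBBP9 protein for full effect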
Target sequence (O75884 whole entry, looked up): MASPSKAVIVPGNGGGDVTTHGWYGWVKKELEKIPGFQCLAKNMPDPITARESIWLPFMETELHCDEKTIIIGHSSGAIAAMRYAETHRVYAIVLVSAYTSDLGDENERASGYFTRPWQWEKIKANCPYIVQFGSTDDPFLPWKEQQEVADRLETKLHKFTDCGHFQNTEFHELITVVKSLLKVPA
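System: RBBP9 protein / Quantity: 2.5 µM RBBP9 dispensing solution, before mixing / Also added: Serine-hydrolase probe FP-Rh, 375 nM pre-mixing / Dosing: 7.94 µM single dose, 0.794% DMSO / Timing: enzyme-compound preincubation 30 min, then probe labeling 45 min, 25 °C / Signal: FP readout at 525/598 nm / Controls: DMSO-treated enzyme wells and wells lacking RBBP9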
Ba/F3 V617F tox = loss of viability in JAK2V617F-driven Ba/F3 cells. AID 1446. inhibition, % at 5.6 µM. Ba/F3 EpoR-JAK2V617F viability, ATP luminescence. actives 1.1% (n = 220,000);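 active = inhibition above the campaign mean plus 3 SD over all tested compounds, cut at about 24% in these data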;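 also: cytokine-independent growth of Ba/F3 cells driven by EpoR plus mutant JAK2; 0% = DMSO-treated cells and 100% = JAK inhibitor I control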
The depositor's hits bear a star; · = no result given. Hits appear at their usual frequency; about 6.8% have a hit in one of these screens.

SMILES	BaF3 parental	TNF necrop inh	Wee1 degr inh	TRPML3 agonist	CHOP inhibitor	TRPN1 ag	PPC-1+TRAIL kill	RBBP9 inh	Ba/F3 V617F tox
CCCCC(=O)Nc1ccc(NC(=S)NC(=O)c2cccs2)cc1OC	7	2.3	-2	0.5	19	1.1	15	-5	4
CC1Cc2ccccc2N1CC(=O)NC(=O)NC(C)(C)C (stereo not given)	5	0.4	1	-0.5	6	-2.0	-14	4	-2
Cc1ccc2nc(N/N=C\c3ccc([N+](=O)[O-])o3)nc(-c3ccccc3)c2c1	5	-9.3	7	0.1	49	-0.4	7	-1	-3
Cc1cc(NC(=O)CSc2nc(N)c(NC(=O)c3ccccc3)c(=O)[nH]2)no1	6	2.0	3	0.9	6	0.9	6	-4	5
O=C(Nc1cccnc1)c1sc(Nc2ccccc2)nc1-c1ccccc1	5	3.0	-2	0.9	-22	1.3	15	-5	0
COc1c(Br)cc(Br)cc1/C=N/n1c(C)nnc1C	2	-5.9	-3	0.0	9	0.6	0	-4	-1
CCN(CC)CC(=O)Nc1sc2c(c1C(=O)c1ccccc1OC)CCC2	7	3.8	3	0.4	30	-0.7	23	-3	-2
O=C(Nn1cnnc1)c1cc2c(s1)CCCCC2	-1	-0.2	-1	0.5	10	0.2	20	4	-5
C=C(C)C1Cc2c(C)nn(-c3cc(C)c4ccccc4n3)c2C1 (stereo not given)	2	0.0	-1	-0.3	·	0.7	·	-6	2
O=P(O)(c1ccccc1)c1ccccc1O	7	0.4	-1	1.1	17	2.5	2	-6	0
O=C(COC(=O)C1=COCCO1)Nc1ccccc1	8	-0.4	-2	1.7	-10	1.8	11	0	0
CCOCC(=O)Nc1nnc(C2CCCCC2)s1	3	1.7	1	-0.2	7	0.9	18	2	2
O=C(O)c1cccc(NC(=O)c2ccc3c(c2)C(=O)N(CC2CCCO2)C3=O)c1 (stereo not given)	9	-0.8	5	0.9	40	0.8	4	-3	3
COCCN1C(=O)c2ccccc2C(C(=O)N2CCN(c3ccccc3)CC2)C1c1ccc(F)cc1 (stereo not given)	6	-0.3	2	1.2	14	0.3	34	-6	-4
Clc1cccc(N=C2NN=C(c3ccc4c(c3)OCCO4)CS2)c1	3	-4.5	2	0.6	11	0.5	31	-1	1
CN(C)S(=O)(=O)c1ccc2c(c1)c(=O)c(C(=O)NCCCN1CCCCCC1)cn2C	2	1.8	-1	0.3	9	1.2	-5	2	-3
COc1ccc2[nH]c(CN3CCN(C(C)C)C(CCO)C3)c(C)c2c1 (stereo not given)	7	2.1	20*	-0.1	-5	0.4	19	-3	1
CC1(C)CC2CC(C)(CN2c2ncnc3ccc(Br)cc23)C1 (stereo not given)	5	-1.4	7	0.3	71*	0.3	17	-3	2
CCN(CC)C(=O)CC(c1ccccc1)c1ccco1 (stereo not given)	-1	-1.7	-2	-0.8	10	-0.8	30	-1	0
CCCCC(CC)CNC(=O)c1ccc2c(c1)OCO2 (stereo not given)	5	0.2	-2	-1.7	57	-2.1	-5	-5	4
O=C(O)C1C2C=CC(C2)C1C(=O)NCc1ccc2c(c1)OCO2 (stereo not given)	-1	3.8	-3	1.0	-14	0.7	20	-3	-3
Cc1ccc2nc(-c3cccnc3)c(NC3CCCCC3)n2c1	5	1.3	-1	0.4	-10	-1.2	10	-3	-2
Cc1cccc(C)c1NC(=O)c1cccc2c1-c1ccccc1C2=O	7	0.0	2	0.4	78*	1.5	23	-1	0
O=C(CSc1n[nH]c(=O)[nH]c1=O)Nc1ccccc1C(=O)c1ccccc1	0	-0.7	1	0.5	2	2.8	10	-10	0
Cc1ccc(C(=O)NNC(=O)C2CCN(c3nc(C)cc(C)n3)CC2)cc1	-3	-3.9	1	-0.8	-6	-0.7	6	4	0
COc1ccc(/C=C/C(=O)Nc2ccc(C34CC5CC(CC(O)(C5)C3)C4)cc2)cc1OC	4	-15	0	0.6	-31	3.0	29	-16	1
Cc1ccc(NC(=O)CSc2nc(NS(=O)(=O)c3ccccc3)cc(=O)[nH]2)cc1	2	1.6	-2	-0.1	27	-0.5	14	-1	-2
O=C(c1ccc(COc2c(F)c(F)c(F)c(F)c2F)o1)N1CCOCC1	6	-3.5	-1	0.2	12	0.5	2	-4	1
COc1ccc(OC)c(NC(=S)NCCN2CCOCC2)c1	11	-0.5	-3	0.2	0	0.4	28	-4	3
CCS(=O)(=O)N1Cc2ccccc2CC1C(=O)Nc1ccc(C)cc1 (stereo not given)	2	3.1	1	0.1	1	0.1	-1	-8	-1

Complete entries, quoted from the list. Values in the order: BaF3 parental | TNF necrop inh | Wee1 degr inh | TRPML3 agonist | CHOP inhibitor | TRPN1 ag | PPC-1+TRAIL kill | RBBP9 inh | Ba/F3 V617F tox
O=C(CSc1n[nH]c(=O)[nH]c1=O)Nc1ccccc1C(=O)c1ccccc1 as listed: 0 | -0.7 | 1 | 0.5 | 2 | 2.8 | 10 | -10 | 0
Cc1ccc(NC(=O)CSc2nc(NS(=O)(=O)c3ccccc3)cc(=O)[nH]2)cc1 as listed: 2 | 1.6 | -2 | -0.1 | 27 | -0.5 | 14 | -1 | -2
CCS(=O)(=O)N1Cc2ccccc2CC1C(=O)Nc1ccc(C)cc1 (stereo not given) as listed: 2 | 3.1 | 1 | 0.1 | 1 | 0.1 | -1 | -8 | -1
Cc1ccc2nc(-c3cccnc3)c(NC3CCCCC3)n2c1 as listed: 5 | 1.3 | -1 | 0.4 | -10 | -1.2 | 10 | -3 | -2
CN(C)S(=O)(=O)c1ccc2c(c1)c(=O)c(C(=O)NCCCN1CCCCCC1)cn2C as listed: 2 | 1.8 | -1 | 0.3 | 9 | 1.2 | -5 | 2 | -3

(next part)
SMILES	BaF3 parental	TNF necrop inh	Wee1 degr inh	TRPML3 agonist	CHOP inhibitor	TRPN1 ag	PPC-1+TRAIL kill	RBBP9 inh	Ba/F3 V617F tox
CN1CCN(CC(=O)N2N=C(c3cccs3)CC2c2ccco2)CC1 (stereo not given)	1	0.4	-2	0.2	-17	0.2	-3	-8	-1
O=C(CSc1nc2ccc(Cl)cc2o1)NCc1ccc2c(c1)OCO2	7	-2.8	-1	-0.7	26	-0.2	11	-1	4
Cc1ccc(SCCNS(=O)(=O)c2ccc3c(c2)OCCO3)cc1	9	-1.2	3	-0.8	43	-1.6	23	-5	1
O=C(NC(=S)Nc1ccccn1)c1cccc([N+](=O)[O-])c1	-1	-1.8	3	0.0	-20	-0.2	15	-4	-2
Cc1cc(NC(=O)CSc2nc(-c3ccccc3Cl)nc3c2c(=O)n(C)c(=O)n3C)no1	5	-0.3	1	1.2	21	0.5	-84	2	4
Cc1ccc(C)c(N2C(=O)CS/C2=N\NC(=O)c2ccccc2Cl)c1	3	5.6	-2	0.6	5	-1.6	29	2	-2
Cc1cc(C)cc(NC(=O)CCN2CC(C)OC(C)C2)c1 (stereo not given)	9	1.3	-2	0.8	8	1.3	-5	0	0
Nc1nonc1-c1nc2ccccc2n1Cc1ccc(F)cc1	2	-5.6	-1	-1.4	84*	-1.4	4	-7	-1
NS(=O)(=O)c1ccc(CNC(=O)c2ccccn2)cc1	-1	1.8	-1	1.1	8	0.0	11	-11	-5
O=C(NC1CCCC1)C(c1ccccc1F)N(C(=O)c1ccco1)C1CCCC1 (stereo not given)	1	-0.2	2	0.3	7	-0.7	31	-8	-2
CCc1ccc(NC(=O)CSc2nc3c(c(=O)n(C)c(=O)n3C)n2C)cc1	6	-2.7	-2	0.6	-1	-0.7	4	-10	2
CN(C)c1ccc(/C=C(\Cl)c2nc3ccccc3s2)cc1	2	0.4	-2	1.1	55	-0.2	25	0	-3
COc1ccc(/C=C/C(=O)c2c(O)c(OC)c3occc3c2OC)cc1	7	0.2	1	-0.7	-62	-1.0	14	-5	4
COc1ccccc1N1CCN(C(=O)C2CCN(S(=O)(=O)c3ccc(C)cc3)CC2)CC1	11	-1.9	-3	0.5	14	0.6	12	-2	3
Cc1nn(-c2ccccc2)c2sc(C(=O)N(Cc3ccco3)C(C)C(=O)NC(C)(C)C)cc12 (stereo not given)	0	1.6	-3	0.6	80*	0.7	5	-6	-2
CC(=O)Nc1cccc(NS(=O)(=O)c2cccc3nsnc23)c1	6	-2.0	-3	0.7	19	2.1	4	-8	-1
CCn1c(C(=O)N2CCC(C(=O)NCCCSC3CCCCC3)CC2)cc2sccc21	12	-1.1	-1	0.2	52	0.7	13	-5	-2
Cn1cccc1C(=O)C(=O)Nc1ccc(Cl)cc1	2	-1.4	6	0.6	21	1.5	31	-10	2
CCCNS(=O)(=O)c1ccc(C(=O)NCC2CCCO2)cc1 (stereo not given)	5	-3.3	-2	0.6	20	1.4	2	-1	-1
CC1(C)Cc2ccccc2-c2nnc(SCC(=O)Nc3nc4ccccc4s3)n21	-1	1.5	3	-0.6	54	0.6	10	-6	-1
Cn1c(=O)c2c(nc(NCCCO)n2C/C=C/c2ccccc2)n(C)c1=O	6	-2.3	1	0.1	22	-0.3	18	-2	0
C/C(CC(=O)Nc1ccccc1C)=N\NC(=O)Cc1csc(N)n1	3	-2.2	-2	-0.2	16	-0.2	16	-7	-1
CCN(CC)S(=O)(=O)c1cccc(-c2nnc(SCCOc3ccc(Cl)cc3)o2)c1	4	-4.4	0	0.6	17	0.4	-12	-4	3
Cc1sc2nc(CN3CCCC3)nc(N3CCN(S(=O)(=O)c4cccs4)CC3)c2c1C	11	-2.7	1	0.7	19	0.3	-18	8	4
O=C(Nc1nnc(-c2ccc(F)cc2)s1)C1CCN(S(=O)(=O)c2ccc(Cl)cc2)CC1	6	0.7	4	1.0	19	0.3	6	-2	-1
Cc1cccc(S(=O)(=O)NCC2CCCO2)c1 (stereo not given)	1	1.7	1	0.8	-21	1.1	-2	9	0
O=C(COC(=O)CCC(=O)c1ccc2c(c1)OCCO2)NCc1ccc2c(c1)OCO2	7	1.0	-2	1.0	19	0.4	-19	-6	0

A draw from above in order of SMILES length, descending.
SMILES	BaF3 parental	TNF necrop inh	Wee1 degr inh	TRPML3 agonist	CHOP inhibitor	TRPN1 ag	PPC-1+TRAIL kill	RBBP9 inh	Ba/F3 V617F tox
O=C(COC(=O)CCC(=O)c1ccc2c(c1)OCCO2)NCc1ccc2c(c1)OCO2	7	1.0	-2	1.0	19	0.4	-19	-6	0
CCn1c(C(=O)N2CCC(C(=O)NCCCSC3CCCCC3)CC2)cc2sccc21	12	-1.1	-1	0.2	52	0.7	13	-5	-2
CCCNS(=O)(=O)c1ccc(C(=O)NCC2CCCO2)cc1 (stereo not given)	5	-3.3	-2	0.6	20	1.4	2	-1	-1

Compound activity deposited in PubChem BioAssay by several laboratories.
